# Assay outcomes (PubChem)
# IL2 activator: activates IL-2 in a cell-based reporter assay; IL-2 activation reporter assay, cell-based qHTS; stimulated with anti-CD3/CD4/CD28 beads; in transgenic mouse T cells; activation, % (series mostly up to about 46 µM); 360,000 compounds, 0.065% hits; AID 652025; in the data active means activation above about 50%; inconclusive means mostly about 30% to 49%; further: 0% is about no effect
#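 Readout: EGFP and DsRed signals by fluorescent plate cytometry. Unstimulated transgenic mouse T cells received compound 60 min before antibody-bead stimulation, then incubated 18 h at 37 degrees C.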
# ATXN2 expr inh: ATXN2 expression inhibition; HEK-293 ATXN2-luciferase reporter, luminescence, 24 h; Potency, µM (doses to about 57 µM), inactives show at the top dose activity change, negative = inhibition, usual class: inhibitors; 360,000 compounds, 0.72% hits; AID 1745845; further: potency means the concentration at half of the fitted maximal effect; on the % scale 0 is the no-effect control and ±100 the full control effect; nearly all actives have a fitted effect of over 55% in size
#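 ATXN2-luciferase reporter cells (luciferase flanked by upstream and downstream ATXN2 gene portions) were treated 24 h at 37 °C with compounds at up to 57 uM. SteadyGlo luminescence gave expression; GF-AFC fluorescence gave viability.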
# Nrf2 activator: activates Nrf2 signaling; AREc32 ARE-luciferase reporter (MCF7-derived line), luminescence, 24 h; Potency, µM (highest dose often 46.1 µM), for inactives: at the top dose activation, most hits filed as activators; 410,000 compounds, 0.31% hits; further: potency means the concentration at half of the fitted maximal effect; % of control where 0% means no effect; nearly all actives have a fitted effect of over 65% in size
#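 Quantitative high-throughput format: AREc32 reporter cells, 1000 per well, received compound by pin transfer and were incubated 24 hr at 37 deg C, 5% CO2, before Steady-Glo luminescence detection.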
# S2 tox: viability counter-screen for ATXN expression inhibitors. S2 cells (HEK-293 line with an ATXN2-luciferase reporter) viability, CellTiter-Fluor protease fluorescence, 24 h. Potency, µM (highest dose often 56.7 µM), usual class: cytotoxic. 400,000 compounds, 0.49% hits. AID 651635; further: potency means the concentration at half of the fitted maximal effect; nearly all actives have a fitted effect of over 40% in size
# EPAC2 agonist: EPAC2 (human) agonism. Potency, µM (top dose mostly 154 µM), inactives show at the highest dose activation, hits mostly activators. Q8WZA2. EPAC2 activation, biochemical qHTS; response scale: 100% = 6.5 mM cAMP response. AID 720711. 360,000 compounds, 0.079% hits; further: potency means the concentration at half of the fitted maximal effect; nearly all actives have a fitted effect of over 50% in size
# Target sequence (Q8WZA2 whole entry, looked up): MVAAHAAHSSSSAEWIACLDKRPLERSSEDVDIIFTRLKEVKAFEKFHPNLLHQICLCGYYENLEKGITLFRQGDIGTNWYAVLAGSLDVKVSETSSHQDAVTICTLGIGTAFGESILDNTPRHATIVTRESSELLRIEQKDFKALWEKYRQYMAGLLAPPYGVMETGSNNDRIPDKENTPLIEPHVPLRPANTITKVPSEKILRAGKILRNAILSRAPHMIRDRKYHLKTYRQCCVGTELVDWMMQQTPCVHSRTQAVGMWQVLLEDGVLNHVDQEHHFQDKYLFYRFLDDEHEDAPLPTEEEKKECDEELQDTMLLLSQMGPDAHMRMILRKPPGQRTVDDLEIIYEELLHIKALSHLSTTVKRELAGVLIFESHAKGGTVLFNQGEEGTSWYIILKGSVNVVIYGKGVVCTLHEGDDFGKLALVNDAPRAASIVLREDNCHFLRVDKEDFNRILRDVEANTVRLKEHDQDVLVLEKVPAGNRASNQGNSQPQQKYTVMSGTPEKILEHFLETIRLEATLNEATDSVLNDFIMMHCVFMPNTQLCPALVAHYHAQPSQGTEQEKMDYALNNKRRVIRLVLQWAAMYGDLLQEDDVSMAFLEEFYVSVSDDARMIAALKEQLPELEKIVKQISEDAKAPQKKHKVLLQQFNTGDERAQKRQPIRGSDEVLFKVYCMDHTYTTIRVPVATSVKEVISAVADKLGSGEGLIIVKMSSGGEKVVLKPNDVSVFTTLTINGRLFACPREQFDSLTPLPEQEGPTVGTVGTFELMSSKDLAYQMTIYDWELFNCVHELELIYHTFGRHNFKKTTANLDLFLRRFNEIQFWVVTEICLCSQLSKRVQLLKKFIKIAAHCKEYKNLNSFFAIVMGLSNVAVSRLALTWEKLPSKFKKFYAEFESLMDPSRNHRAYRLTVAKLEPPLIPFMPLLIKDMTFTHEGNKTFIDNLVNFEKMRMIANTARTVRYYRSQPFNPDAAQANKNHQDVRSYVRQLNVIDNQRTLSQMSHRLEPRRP
#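 Guanine nucleotide exchange by EPAC2 is measured as reduced fluorescence of BODIPY-GDP once it is released from 250 nM Rap1B. Plates are read kinetically for 30 min at room temperature; results are scaled to 6.5 mM cAMP.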
# A549 viability: kills or reduces viability of A549 cells in Nrf2 counter-screen; 390,000 compounds, 0.16% hits; Potency, µM (doses to about 46 µM), for inactives: at the highest dose activity change, negative = cytotoxicity, actives largely listed as inhibitors; A549 ARE-Fluc cells, CellTiter-Fluor viability, 18-24 h; further: potency means the concentration at half of the fitted maximal effect; on the % scale 0 is the no-effect control and ±100 the full control effect
#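 A549 ARE_Fluc cells in 5% FBS OPTI-MEM were exposed to compounds in concentration-response for 18-24 h at 37 deg C. Viability was read by CellTiter-Fluor fluorescence (Ex 405/Em 525) after 30 min, before the luciferase read.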
# TGFb SMAD3 inh: TGF-b pathway inhibition. HepG2 CAGA-GFP TGF-b/SMAD3 reporter, GFP fluorescence, 18 h; TGF-beta stimulated, 500 pg/mL final. Potency, µM (titrated, usually from 46.1 µM), for inactives: at the top dose activity, negative = inhibition, usual class: inhibitors. 410,000 compounds, 1.2% hits; further: potency means the concentration at half of the fitted maximal effect; on the % scale 0 is the no-effect control and ±100 the full control effect; nearly all actives have a fitted effect of over 65% in size
#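 Inhibition of TGF-beta-driven CAGA-GFP reporter expression in HEPG2 cells is measured by cellular GFP fluorescence after 18 h stimulation with 500 pg/mL recombinant TGF-beta in 1% FBS medium at 37 degrees C.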
# HepG2 tox: counter-screen for TGF-b inhibitors: cytotoxicity in HepG2 cells | HepG2 CAGA-GFP viability, ATP luminescence, 18 h | Potency, µM (top dose mostly 46.1 µM), for inactives: at the highest dose activity change, negative = cytotoxicity, actives largely listed as cytotoxic | 410,000 compounds, 0.76% hits | AID 588856; further: potency means the concentration at half of the fitted maximal effect; some results filed as inactive show a strong effect at the top dose
#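 CellTiter-Glo luminescence gave cytotoxicity after 18 hours at 37 degrees C. The cells were HepG2 CAGA-GFP in 1% FBS DMEM, stimulated with 500 pg/mL TGF-beta after compound addition. %Activity was normalised to no-cell wells (complete cell-killing) and DMSO (no toxicity), and curves were fitted and classified.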
# Nrf2 block: inhibitors of Nrf2 signaling; A549 ARE-Fluc reporter, luciferase luminescence, 18-24 h; Potency, µM (titrated, usually from 46 µM), for inactives: top-dose activity change, negative = inhibition, actives largely listed as inhibitors; 360,000 compounds, 2.1% hits; further: potency means the concentration at half of the fitted maximal effect; on the % scale 0 is the no-effect control and ±100 the full control effect; nearly all actives have a fitted effect of over 60% in size
#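 Cells were seeded and rested 2 h, then exposed to compounds for 18-24 h. CellTiter-Fluor was read first as a viability measure. BugLite was added 15 min before the final luminescent read of ARE-luciferase activity in A549 cells.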
# * = called active by the depositor; i = inactive; ? = inconclusive; nt = no result given; [ ] = another dose, or the depositor's remark. Unless noted, the call rests on the fitted dose curve; in most records, active means well fitted curve in the direction sought with a large enough effect; inconclusive means small, poorly fitted or top-dose-only effect, or another doubt; inactive means no such curve, though single readings can be large; an effect the other way counts as inactive or inconclusive.
# Values in the order – HepG2 tox, TGFb SMAD3 inh, EPAC2 agonist, Nrf2 block, ATXN2 expr inh, S2 tox, Nrf2 activator, IL2 activator, A549 viability
COc1ccc(CCC(C)N2CCC(CO)(Cc3ccccc3)CC2)cc1 (stereo not given)
→ -27%, -8%, 2%, ?, -19%, i, -0.1%, -0.5, 22%
CCOc1ccc(CCNC(=O)Cn2nnc(-c3ccc(OC)c(OC)c3)n2)cc1OCC
→ -19%, 6%, nt, 5%, -7%, i, -0.1%, nt, 9%
CCOC(=O)CSc1nc2cc(C)ccc2cc1C#N
→ -3%, 1%, 3%, ?, 105%[activator], i, 2.7%, 24, 5%
CCc1nc2c(OCC(=O)c3ccc(Cl)cc3Cl)cccn2c1N(C)C(=O)c1ccncc1
→ -1%, 6%, -3%, nt, 8%, i, 0.7%, 0.0, nt
O=C(NCCOCCO)C(=O)Nc1c2c(nn1-c1ccc(F)cc1)CSC2
→ -5%, -17%, nt, nt, 4%, i, -1.7%, nt, 4%
CC(=O)c1cccc(NC(=O)COC(=O)C2=COCCO2)c1
→ -21%, -14%, 8%, 0%, 18%, i, -0.7%, -1.5, 0%
O=C(c1ccc(Cl)cc1)c1oc2ccccc2c1CS(=O)(=O)c1ccccc1
→ 0%, -25%, 15%, -15%, -2%, i, 0.1%, -1.5, -6%
COc1ccc2oc(C(=O)OCC(=O)NC3CCS(=O)(=O)C3)c(C)c2c1 (stereo not given)
→ -17%, -1%, 15%, nt, nt, i, 0.5%, -3.6, nt
CN(C)c1oc(-c2ccccc2Cl)nc1S(=O)(=O)c1ccccc1
→ -33%, -11%, 6%, 2%, 6%, i, 0.9%, -3.2, 0%
COc1ccc(NCc2ccc3c(c2)OCO3)cc1Cl
→ -7%, 23%, 21%, 18%, 49%[activator], i, 6.7%, -2.3, 3%
Cc1ccc(N2CC(C(=O)OCc3nc(N)nc(Nc4ccccc4C)n3)CC2=O)cc1 (stereo not given)
→ -10%, -9%, 4%, 1%, 1%, i, -0.5%, 0.5, 2%
COc1ccc(-c2nnc(SCC(=O)NCC3CCCO3)n2C)cc1 (stereo not given)
→ -14%, -20%, 11%, -12%, 0%, ?, 2.2%, -1.1, 1%
CSc1ccc(CNc2nnnn2C)cc1
→ -4%, -12%, 8%, -3%, 0%, i, -0.3%, 1.6, 3%
Cc1ccc[n+](C2C(c3ccc([N+](=O)[O-])cc3)C(C#N)=C([S-])NC2(O)C2CC2)c1 (stereo not given)
→ -63%, -9%, 7%, 13%, -3%, i, 5.4%, 0.6, 8%
CSc1ccccc1NC(=O)CN(C)C(=O)Cn1c(=O)oc2ccccc21
→ 4%, 9%, 10%, 0%, -3%, i, -0.2%, 2.0, -3%

# Next part:
# Values in the order – HepG2 tox, TGFb SMAD3 inh, EPAC2 agonist, Nrf2 block, ATXN2 expr inh, S2 tox, Nrf2 activator, IL2 activator, A549 viability
Cc1ccc(C)c(Nc2ncnc3onc(C)c23)c1
→ -1%, 4%, nt, 4%, -8%, i, 1.3%, nt, -7%
CCN(CC)CCCCNc1ncc2cc(-c3cc(OC)cc(OC)c3)c(NC(=O)NC(C)(C)C)nc2n1
→ 14µM*, ?, -1%, ?, ?, 8.9µM*, -0.8%, -0.4, ?
Cc1ccc(Oc2c(C(N)=O)cc([N+](=O)[O-])cc2[N+](=O)[O-])cc1
→ -83%, ?, 6%, 5.8µM*, ?, ?, -3.3%, -3.3, 4.1µM*
COc1ccc(C2=C(O)C(C)N(c3ccccc3)C2=N)cc1OC (stereo not given)
→ -3%, 5%, -7%, 10%, 6%, i, -0.1%, -3.1, -4%
COc1ccc(CCCc2nnc(SCC(=O)Nc3nc(C)cs3)n2C)cc1
→ -8%, 6%, 5%, -20%, 5%, ?, -0.3%, 2.6, -10%
CCC(COC)Oc1cc(NCc2ccccc2)c2ncn(C(C)C)c2c1 (stereo not given)
→ -113%, ?, 8%, 18µM*, -3%, 22µM*, -5.0%, -3.3, ?
COc1ccc(N(CCCN2C(=O)c3cccc4cccc(c34)C2=O)C(=O)c2cccc(OC)c2)cc1
→ -2%, -18%, 0%, -17%, 4%, i, ?, 1.4, -6%
Cc1cc(C)nc(NS(=O)(=O)c2ccc(Br)s2)c1
→ 0%, ?, 11%, -8%, -3%, i, -0.3%, -0.7, -2%
CCCn1c(-c2ccc(OC)cc2)nc2nc3ccccc3nc21
→ 0%, 19%, -1%, nt, 4%, i, 0.4%, 2.5, 10%
COc1ccc(C2NC(=O)NC(C)=C2C(=O)Nc2ccccc2)cc1OC (stereo not given)
→ -25%, ?, nt, 9%, nt, nt, 3.0%, nt, 6%
COc1ccc(S(=O)(=O)N2Cc3ccccc3CC2C(=O)Nc2nccs2)cc1OC (stereo not given)
→ -15%, -1%, 1%, nt, 27%, i, 5.2%, -0.1, -4%
Cc1ccc(C)c(N2CCN(C(=S)Nc3ccc4nc(N5CCOCC5)cc(C)c4c3)CC2)c1
→ 3%, -18%, -3%, ?, -22%[11.3 µM], i, 6.4%, -4.6, 3%
COc1ccc(-c2ccc3ccccc3n2)cc1
→ -19%, 0%, -2%, ?, 57%[activator], i, 4.5%, -2.4, -1%
Cc1cc(C)c2c(N)c(C(=O)N3CCN(c4ncccn4)CC3)sc2n1
→ 0%, 4%, -9%, nt, 52%[activator], i, 4.4%, -0.8, 2%
COc1cccc(CNC(=O)c2cccs2)c1
→ 7%, -14%, 9%, 4%, 8%, i, 0.2%, -3.9, -1%

# Full records from above. Values in the order: HepG2 tox | TGFb SMAD3 inh | EPAC2 agonist | Nrf2 block | ATXN2 expr inh | S2 tox | Nrf2 activator | IL2 activator | A549 viability
# Cc1cc(C)nc(NS(=O)(=O)c2ccc(Br)s2)c1 is listed as 0% | ? | 11% | -8% | -3% | i | -0.3% | -0.7 | -2%
# COc1ccc(C2=C(O)C(C)N(c3ccccc3)C2=N)cc1OC (stereo not given) is listed as -3% | 5% | -7% | 10% | 6% | i | -0.1% | -3.1 | -4%
# CCN(CC)CCCCNc1ncc2cc(-c3cc(OC)cc(OC)c3)c(NC(=O)NC(C)(C)C)nc2n1 is listed as 14µM* | ? | -1% | ? | ? | 8.9µM* | -0.8% | -0.4 | ?
# Cc1ccc(Oc2c(C(N)=O)cc([N+](=O)[O-])cc2[N+](=O)[O-])cc1 is listed as -83% | ? | 6% | 5.8µM* | ? | ? | -3.3% | -3.3 | 4.1µM*
# Cc1cc(C)c2c(N)c(C(=O)N3CCN(c4ncccn4)CC3)sc2n1 is listed as 0% | 4% | -9% | nt | 52%[activator] | i | 4.4% | -0.8 | 2%

# (more compounds)
# Values in the order – HepG2 tox, TGFb SMAD3 inh, EPAC2 agonist, Nrf2 block, ATXN2 expr inh, S2 tox, Nrf2 activator, IL2 activator, A549 viability
CCN(CC)CCNC(=O)c1ccc(NC(=O)c2cccc(S(=O)(=O)N3c4ccccc4CC3C)c2)cc1 (stereo not given)
→ 10µM*, ?, 13%, -17%, ?, ?, 14%, -1.9, -10%
COc1ccc(N)cc1-n1c(C)ccc1C
→ -5%, 6%, 4%, 19%, ?, i, ?, 1.3, 15%
Cn1nnnc1SCC(=O)N1c2ccccc2Sc2ccccc21
→ -11%, 4%, -5%, -8%, -3%, i, -0.3%, 1.2, -3%
Cc1ccc(NS(=O)(=O)c2cc(C(=O)NCCSC3CCCCC3)ccc2C)cc1
→ -2%, ?, 1%, nt, ?, ?, -0.4%, 0.8, ?
O=c1c2[nH]c3ccccc3c2ncn1CCN1CCNCC1
→ -14%, 24%, 7%, 5%, 3%, i, 0.3%, -1.9, 8%
O=C1C2C3C=CC(C3)C2C(=O)N1/N=C/c1ccc(-c2ccccc2[N+](=O)[O-])o1 (stereo not given)
→ -30%, 0%, 17%, ?, 21%, i, ?, 0.5, 1%
CCNc1nc(NCC)nc(C(=O)NN)n1
→ 2%, 4%, 6%, 7%, -1%, i, 0.2%, -2.9, 5%
Cc1ccc(NS(=O)(=O)c2cn(C)cn2)cc1
→ -2%, 0%, 18%, nt, 3%, i, 0.0%, 0.6, -10%
O=C(O)CCC(=O)OCC1CCCO1 (stereo not given)
→ 0%, -1%, 0%, 22%, 0%, i, -0.1%, -2.0, 2%
COc1ccccc1NC(=O)NC1(C(=O)N2CCCCCC2)CCCCC1
→ -15%, ?, 9%, 1%, -7%, i, -0.7%, -0.3, -8%
O=C1CCCCCN1C(=O)c1cccc(C(=O)N2CCCCCC2=O)c1
→ -6%, -17%, 9%, -6%, 4%, i, -0.5%, 0.5, 1%
CC(C)C(NS(=O)(=O)c1ccc2c(c1)OCCCO2)C(=O)O (stereo not given)
→ -23%, -7%, 9%, 3%, 2%, i, 4.5%, -0.1, 10%
COc1ccc(C)cc1-n1nnnc1SCC1CCCCO1 (stereo not given)
→ -2%, 8%, 2%, 3%, 4%, i, -1.0%, -1.1, 3%[1.84 µM]
CC(C)OC(=O)c1cc(NC(=O)C2C3CCC(O3)C2C(=O)O)cc(C(=O)OC(C)C)c1 (stereo not given)
→ -7%, -4%, 5%, -4%, -3%, i, 3.2%, 0.3, 0%
COC(=O)c1ccccc1NS(=O)(=O)c1ccc2c(c1)CCCN2C(C)=O
→ -3%, -24%, nt, -7%, -13%, i, -0.8%, nt, 9%
CSc1ncc(C(C)=O)c(C)n1
→ 7%, 2%, 4%, 0%, 1%, i, -0.9%, 0.1, -2%
COCCNC(=O)C1(C)CCCN(Cc2cc(-c3ccccc3)nn2C)C1 (stereo not given)
→ -14%, -1%, 7%, nt, 3%, i, -0.7%, 0.9, nt
CCNC(=O)C1(C)CCN(C(=O)c2ccc(N(C)C)cc2)C1 (stereo not given)
→ 2%, 26%, 0%, nt, 12%, i, -0.4%[9.22 µM], 0.5, nt
